BRCT PPI red – BRCT-phosphoprotein interaction inhibition (red fluorophore); P38398; Potency, µM (titrated, usually from 76.9 µM), inactives show at the top dose activity change, negative = inhibition, usual class: inhibitors; hit rate 0.03% among 75,000; BRCT-phosphopeptide binding, red fluorescence polarization
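Rhodamine-labelled pBACH1 10-mer (100 nM) bound to BRCT domain (100 nM) at pH 7.3; compounds incubated 12 min room temperature, polarization read. Free peptide defines full inhibition; unlabelled decapeptide titrated as control.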
ALOX15 inhib – 15-hLO (ALOX15) enzyme inhibition. purified 15hLO-1, xylenol orange hydroperoxide absorbance. Potency, µM (doses to about 57.1 µM), without a hit: at the top dose activity change, negative = inhibition, hits mostly inhibitors. hit rate 1.4% among 74,000. AID 887; further: potency means the concentration at half of the fitted maximal effect; nearly all actives have a fitted effect of over 55% in size
Target sequence (P16050 whole entry, looked up): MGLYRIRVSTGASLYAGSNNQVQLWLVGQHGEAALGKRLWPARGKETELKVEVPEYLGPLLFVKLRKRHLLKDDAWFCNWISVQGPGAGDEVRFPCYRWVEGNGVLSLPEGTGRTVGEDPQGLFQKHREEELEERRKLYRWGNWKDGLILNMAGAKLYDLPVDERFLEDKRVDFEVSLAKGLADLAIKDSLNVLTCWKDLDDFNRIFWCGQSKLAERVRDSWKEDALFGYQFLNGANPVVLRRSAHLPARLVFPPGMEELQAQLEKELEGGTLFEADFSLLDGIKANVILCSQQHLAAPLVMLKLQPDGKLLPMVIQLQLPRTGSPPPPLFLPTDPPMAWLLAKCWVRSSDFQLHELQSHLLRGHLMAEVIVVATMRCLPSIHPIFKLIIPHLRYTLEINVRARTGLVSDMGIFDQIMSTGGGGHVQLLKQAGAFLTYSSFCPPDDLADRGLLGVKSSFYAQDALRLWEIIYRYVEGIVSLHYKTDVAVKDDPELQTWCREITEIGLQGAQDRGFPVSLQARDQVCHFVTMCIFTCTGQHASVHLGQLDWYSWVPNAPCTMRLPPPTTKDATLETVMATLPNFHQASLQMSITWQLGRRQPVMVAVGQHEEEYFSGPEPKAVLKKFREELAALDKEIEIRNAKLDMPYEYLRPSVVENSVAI
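Purified human 15hLO-1 (40 nM) in 25 mM Hepes pH 7.5, 0.01% Triton X-100, preincubated 15 min RT with compound, then 50 uM arachidonic acid for 6 min. Hydroperoxide read by ferrous/xylenol orange, 30 min; 573/405 nm absorbance ratio gave progress.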
BRCT PPI green – inhibitors of human BRCA1 BRCT-phosphoprotein interaction (green fluorophore); P38398; BRCA1 BRCT-phosphopeptide binding, green fluorescence polarization; Potency, µM (series often up to 76.9 µM), without a hit: at the highest dose activity change, negative = inhibition, hits mostly inhibitors; hit rate 0.05% among 75,000; AID 875;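 further: potency means the concentration at half of the fitted maximal effect; plate controls were peptide without protein for full effect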
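Compounds were incubated for 12 min at room temperature with a complex of 100 nM fluorescein-tagged pBACH1 decapeptide and 250 nM His-tagged BRCT protein. Buffer was phosphate pH 7.3 with EDTA, DTT and Tween 20. Disruption of binding lowers the polarization signal.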
An asterisk follows results filed as active; ? = inconclusive; [ ] = another dose, or the depositor's remark. The call rests on the fitted dose curve; in most records, active means well fitted inhibition curve with a large enough effect; inconclusive means small, poorly fitted or top-dose-only effect; inactive means no such curve, though single readings can be large or run the other way. Unless noted, on the % scale 0 is the no-effect control and ±100 the full control effect. The list is partial; rates above refer to the full screens.

Each structure is followed by: BRCT PPI green | BRCT PPI red | ALOX15 inhib
CC1(C)[C@@H](O)CC[C@]2(C)C3C(=O)C=C4C5C[C@@](C)(C(=O)O)CC[C@]5(C)CC[C@@]4(C)[C@]3(C)CC[C@@H]12 (stereo partly specified)
    0.3% | 0.1% | 3%[25.6 µM]
Cc1ccccc1NC(=O)Nc1cccs1
    -0.4% | -0.8% | ?
CCOc1ccc(OCC)c(S(=O)(=O)NCCCN2CCOCC2)c1
    0.9% | 0.4% | 1%
CCCCC(=O)OC1CCC2C3CCc4cc(O)ccc4C3CC[C@]12C (stereo partly specified)
    -2.5%[3.08 µM] | -0.7% | ?
COc1ccc(C(=S)N(C)C)cc1OC
    -1.3% | 1.5% | -26%
C#C[C@]1(OC(C)=O)CCC2C3CCC4=CC(=O)CCC4C3CC[C@]21C (stereo partly specified)
    -0.1%[3.08 µM] | -1.0% | -17%
Cc1oc2ccc(O)c(CN3CCOCC3)c2c1C(=O)c1ccc(Cl)cc1
    -1.5% | -0.2% | ?
O=C(O)Cn1cc2c(n1)CCCCC2
    -1.9% | -1.4% | 6%
CC(=O)Oc1cc(-c2coc3cc(OC(C)=O)c(OC(C)=O)c(OC(C)=O)c3c2=O)cc(OC(C)=O)c1OC(C)=O
    -1.0%[3.08 µM] | -0.2% | 16µM*
CCCNC(C)C(=O)Nc1ccccc1C (stereo unspecified)
    -1.8%[3.08 µM] | 1.7% | -3%
O=C(c1ccc(-n2c(=O)c(=O)[nH]c3ccccc32)cc1)N1CCCN(Cc2ccccc2)CC1
    0.1% | -2.3% | -2%
COc1ccc(-n2nnc3c(SCC(=O)c4ccccc4)ncnc32)cc1
    1.9% | -0.2% | -11%
O=C1N(c2ccccc2)C2CS(=O)(=O)CC2N1c1ccc(Cl)c(Cl)c1 (stereo unspecified)
    -2.3% | 0.7% | -3%
COc1ccc(Br)cc1/C=N/n1c(C)nnc1C
    2.2% | 0.9% | 0%
CC1(C)OC2C(CO)OC(n3cnc4c(=O)[nH]c(N)nc43)C2O1 (stereo unspecified)
    0.5% | 1.4% | -5%
Cc1[nH]c(=O)c(C#N)cc1-c1ccc2nccn2c1
    -2.4% | 2.3% | 14%
CC(=O)N[C@@H](Cc1c[nH]c2ccccc12)C(=O)O
    -1.4%[3.08 µM] | 0.1% | 9%
COc1ccc(N2CCN(c3oc(COc4ccccc4Cl)nc3C#N)CC2)cc1
    -2.4% | -1.2% | -8%
COc1cc(/C=N/NC(=O)c2cc(-c3ccccc3)n[nH]2)cc(OC)c1OC
    -0.2% | 4.4% | -7%
CC(C)N(CCNC(=O)c1ccc(-n2c(=O)c(=O)[nH]c3ccccc32)cc1)C(C)C
    -2.2% | 0.4% | -2%
CN(C)C=Nc1ccc2nn(-c3ccccc3)nc2c1
    0.0% | -0.9% | -9%
C[C@@]12CCC3c4ccc(OS(=O)(=O)O)cc4CCC3C1CCC2O (stereo partly specified)
    -0.9% | 0.2% | 5%
Cc1sc(NC(=O)C2CCCO2)c(C#N)c1C (stereo unspecified)
    -1.5% | 1.0% | 4%
CCOC(=O)c1c(C)cc(O)c(C)c1O
    -0.4% | 0.6% | -2%
COc1ccc(/C=C/c2cc(O)cc(O[C@H]3OC(CO)C(O)C(O)C3O)c2)cc1 (stereo partly specified)
    -0.7% | -5.6% | -5%
Nc1ncnc2c1[nH]c(=O)n2C1OC(CO)C(O)C1O (stereo unspecified)
    -1.0% | -0.4% | 0%
O=[N+]([O-])c1ccc(-c2nc(-c3ccc(F)cc3)c(-c3ccncc3)[nH]2)cc1
    1.9% | -1.6% | -17%
COc1ccc(-c2cc(C(=O)N/N=C\c3cc(OC)c(OC)c(OC)c3)[nH]n2)cc1
    0.6% | 1.6% | -8%
Cc1cc(C)c(S(=O)(=O)Nc2ccc(C(=O)O)c(O)c2)cc1C
    -0.1% | -1.4% | -7%
Cc1onc(-c2ccccc2)c1C(=O)N1CC(C)OC(C)C1 (stereo unspecified)
    -2.0% | -0.8% | 5%
C[C@@]12C=CC(=O)C=C1CCC1C3CC(O)[C@@](O)(C(=O)CO)[C@]3(C)CC(O)[C@]12F (stereo partly specified)
    5.7%[3.08 µM] | 0.1% | -5%
C[C@@H]1OC(OC2C(OC3CC[C@@]4(C)C5CC=C6C7CC(C)(C)CC[C@@]7(C(=O)O)CCC6(C)C5(C)CCC4[C@]3(C)CO)OCC(O)C2O)C(O)C(O)C1O (stereo partly specified)
    -3.4% | -2.6% | -10%
COc1cc(O)c(C(=O)/C=C/c2ccc(OC)c(O)c2)c(OC)c1
    -1.1%[3.08 µM] | 1.2% | ?
CCOC(=O)C1C(=O)CC(C)(O)C(C(=O)OCC)C1c1ccc(Br)cc1 (stereo unspecified)
    0.0% | 0.5% | -3%
Cn1c(O)c(N=N/C(=N/c2ccccn2)c2ccccn2)c2cc(Br)ccc21
    -4.8% | -1.3% | ?
COc1cc(OC)c(OC)cc1/C=N/n1c(C)nnc1C
    -3.3% | -0.6% | -1%
CC1=CC(C)(C)Nc2ccc(OC(=O)CN3C(=O)CCC3=O)cc21
    -0.6% | -1.2% | -7%
CC1CC(=O)N(CC(=O)Nc2ccc3c(c2)OCCO3)c2ccccc2S1 (stereo unspecified)
    -1.1% | 0.0% | 1%
CCc1ccc(S(=O)(=O)Nc2ccc(O)c(C(=O)O)c2)cc1
    -0.9% | 0.1% | -6%
O=C1CC(c2ccccc2)CC(O)=C1C=NCCN1CCOCC1 (stereo unspecified)
    -2.7% | -1.1% | -2%
CC(=O)c1ccc(-c2nc3c4ccccc4ccn3c2C(C)=O)o1
    3.8% | -1.4% | -5%
O=C(CCBr)N1CCN(C(=O)CCBr)CC1
    -2.2%[3.08 µM] | -2.5% | -25%
CN(C)CCCNC(=O)c1ccc(CN(c2ccccc2)S(C)(=O)=O)cc1
    -1.5% | -0.4% | 4%
Cc1c(C(N)=O)cc([N+](=O)[O-])cc1[N+](=O)[O-]
    -4.9%[3.08 µM] | -1.4% | -10%
CC(=O)N[C@H](CC(C)C)C(=O)O
    1.1%[3.08 µM] | 1.0% | -7%
Cc1ccc(Cn2c(C(=O)NCCCN3CCOCC3)cc3sccc32)cc1
    -5.0% | 0.3% | -8%
C=CCCCCCCCCCCCC(O)CC(O)COC(C)=O (stereo unspecified)
    -0.7%[3.08 µM] | -2.4% | -8%
COc1cc(O)c(C(=O)c2ccccc2)cc1O
    -2.5% | 0.0% | -29%
COC(=O)c1ccc(CSc2ncnc3c2nnn3-c2ccc(OC)cc2)o1
    -2.6% | 0.8% | 2%
NCC1OC(OC2C(N)CC(N)[C@@H](O)[C@@H]2OC2O[C@H](CO)[C@@H](O[C@@H]3OC(CN)C(O)C(O)C3N)C2O)C(N)C(O)C1O (stereo partly specified)
    -3.4%[3.08 µM] | 0.6% | 6%

(list continues)
Each structure is followed by: BRCT PPI green | BRCT PPI red | ALOX15 inhib
CCN(CC)C(C)CN1c2ccccc2Sc2ccccc21 (stereo unspecified)
    -1.8%[3.08 µM] | -1.5% | 25µM*
Oc1c(Br)cc(Br)c2cccnc12
    -1.5%[3.08 µM] | -1.3% | 12%
O=C(CCn1cccc1)Nc1ccccc1F
    -2.0% | 0.2% | 1%
CC(C)(C)c1cc(C(=O)NCc2ccccc2)ccn1
    -0.3% | 0.6% | 0%
Cc1ccc(S(=O)(=O)c2c(N)n(Cc3ccco3)c3nc4ccccc4nc23)cc1
    9.9% | 0.3% | ?
O=C(NC1CCCCCC1)C1CCN(S(=O)(=O)c2ccc(F)cc2)CC1
    -2.2% | -2.4% | -3%
C/C(=C(\C#N)C(=O)NC1CCCCC1)N(C)C
    0.3% | 2.0% | 1%
O=C(CN1CCOCC1)Nc1ncccn1
    -1.4% | -0.3% | -20%
O=C(CN1C(=O)C2(OCCO2)c2ccccc21)c1ccc(Cl)cc1
    1.5% | 0.5% | -6%
COC1C(O)C(O)C(O)C(O)C1O (stereo unspecified)
    0.1% | -0.5% | -1%

5 consecutive entries already listed:
Each structure is followed by: BRCT PPI green | BRCT PPI red | ALOX15 inhib
Oc1c(Br)cc(Br)c2cccnc12
    -1.5%[3.08 µM] | -1.3% | 12%
O=C(CCn1cccc1)Nc1ccccc1F
    -2.0% | 0.2% | 1%
CC(C)(C)c1cc(C(=O)NCc2ccccc2)ccn1
    -0.3% | 0.6% | 0%
Cc1ccc(S(=O)(=O)c2c(N)n(Cc3ccco3)c3nc4ccccc4nc23)cc1
    9.9% | 0.3% | ?
O=C(NC1CCCCCC1)C1CCN(S(=O)(=O)c2ccc(F)cc2)CC1
    -2.2% | -2.4% | -3%

Additional compounds
Each structure is followed by: BRCT PPI green | BRCT PPI red | ALOX15 inhib
C=C1CCC2[C@](C)(CO)C(O)CC[C@]2(C)C1C/C=C1/C(=O)OCC1O (stereo partly specified)
    0.4% | 0.5% | 0%
COc1cc(C2CC(=O)N(CC(=O)NCc3ccco3)c3ccccc3S2)cc(OC)c1OC (stereo unspecified)
    0.7% | 0.5% | 1%
COC(=O)CC1C(C)(C)C(=O)C2CC3C4=CC(=O)OC(c5ccoc5)[C@]4(C)CCC3[C@@]1(C)C2=O (stereo partly specified)
    -2.4%[3.08 µM] | -1.0% | 5%
C#C[C@]1(O)CCC2C3CCC4=Cc5oncc5C[C@@]4(C)C3CC[C@@]21C (stereo partly specified)
    5.9%[3.08 µM] | -0.3% | -22%
COc1ccc(-c2cc(=O)c3c(O)c(OC)c(OC)c(OC)c3o2)cc1
    1.0% | 2.4% | -12%
O=S(=O)(c1ccc(F)cc1)N1CCN(Cc2ccccc2C(F)(F)F)CC1
    -2.3% | -2.4% | -23%
COC1C=CO[C@@]2(C)Oc3c(C)c(O)c4c(O)c(c5c(nc6cc(C)ccn65)c4c3C2=O)NC(=O)/C(C)=C\C=CC(C)C(O)[C@@H](C)C(O)C(C)[C@@H](OC(C)=O)C1C (stereo partly specified)
    -0.4% | 0.0% | -12%
COc1c(Cl)ccc(Cl)c1C(=O)O
    -1.7% | -1.5% | -9%
CC1CCN(c2nc3ccccc3nc2C(C#N)S(=O)(=O)c2ccccc2)CC1 (stereo unspecified)
    48%[activator] | 0.3% | -1%
OC[C@H]1O[C@@H](n2cnc3c(NCCc4ccccc4)ncnc32)[C@H](O)[C@H]1O
    -2.6% | 0.9% | -4%
CC(=O)Nc1ccc(Nc2ncnc3c2cnn3-c2cccc(C)c2)cc1
    -0.5% | 0.0% | -10%
COc1cccc2c1C(=O)CC(c1ccccc1)O2 (stereo unspecified)
    -2.3% | 0.4% | 14%[25.6 µM]
COc1ccc2ccccc2c1CN1CCN(C)CC1
    -2.1% | -0.9% | -8%
COc1ccc(-c2coc3cc(O)ccc3c2=O)c(O)c1O
    -1.9%[3.08 µM] | -4.7% | 13µM*
N#Cc1cc2c([nH]c1=S)CCCCCC2
    -0.4% | 0.0% | ?
CCn1ncc(C2=NOC(C(=O)Nc3cc(OC)c(Cl)cc3OC)C2)c1C (stereo unspecified)
    -3.2% | -0.8% | -1%
CC1CC[C@@]2(OC1)OC1CC3C4CC[C@@H]5CC(O)CC[C@@]5(C)C4CC[C@]3(C)C1C2C (stereo partly specified)
    -2.8%[3.08 µM] | -1.6% | 1%
NC(CCC(=O)N[C@@H](CS)C(=O)NCC(=O)O)C(=O)O (stereo partly specified)
    -2.0%[3.08 µM] | 1.3% | ?
C[N+](C)(C)CC(O)CC(=O)O (stereo unspecified)
    -1.0%[3.08 µM] | 0.0% | 8%
COc1ccc(-c2oc3cc(O[C@@H]4OC(CO)C(O)C(O)C4O)c(OC)c(O)c3c(=O)c2OC)cc1O (stereo partly specified)
    0.1% | 0.3% | -8%
CC(=NCC1CCCO1)C1=C(O)CC(C)(C)CC1=O (stereo unspecified)
    2.5% | 0.6% | -9%
C[C@]12CCC3c4ccc(O)cc4CCC3C1CCC2OC(=O)CCC1CCCC1 (stereo partly specified)
    -0.7%[3.08 µM] | -1.0% | -21%
CC1OC(OCC2OC(Oc3c(-c4ccc(O)c(O)c4)oc4cc(O)cc(O)c4c3=O)C(O)C(O)C2O)[C@@H](O)C(O)C1O (stereo partly specified)
    -1.8% | 3.0% | 5%
CCOC(=O)c1[nH]c2ccccc2c1NC(=O)c1nonc1C
    -6.3% | -2.0% | 3%
C[C@]12CCC3c4ccc(O)cc4CCC3C1CC(O)C2O (stereo partly specified)
    -0.9%[3.08 µM] | 2.3% | -3%
Cc1[nH]c(C(=O)N2CCCCC2)c(C)c1C(=O)NC1CCCCC1
    -0.9% | -0.2% | 0%

Screens (PubChem BioAssay)
